Screening data as filed in PubChem.
Integrin act MD: activates integrin-mediated alleviation for muscular dystrophy. 350,000 tested, 0.064% active. alpha7betagal myoblasts, beta-gal FDG fluorescence, 48 h. Potency, µM (titrated, usually from 38.3 µM), for inactives: at the top dose activation, hits mostly activators; active = well fitted activation curve with a large enough effect;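 note: 100% = response of the positive control SU9516; nearly all actives have a fitted effect of over 60% in size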
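Alpha7betagal+/- myoblasts (passage 13) were plated 16-24 hr, then exposed to compounds (1:260 dilution of DMSO stock) for 48 hours at 37C. After MPER lysis, β-galactosidase reporter activity was read as FDG fluorescence (ex 480/em 540) after 30 minutes.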
The depositor's hits bear a star; [ ] = another dose, or the depositor's remark. Potency is the fitted concentration of half-maximal effect. Only part of the results is shown. The share of hits here may be higher or lower than overall.

cpd | SMILES | Integrin act MD
1 | C[C@@H]1CN([C@@H](C)CO)C(=O)c2cc(Br)cnc2O[C@H]1CN(C)C(=O)c1ccc2c(c1)OCO2 | -21%
2 | O=C(/C=C/c1cccc([N+](=O)[O-])c1)OCC(=O)N1CCCCC1 | 12%
3 | COCOCCn1cc(CN2CCS(=O)(=O)N(Cc3ccc(-c4ccc(C)cc4)cc3)C(C(C)C)C2=O)nn1 (centres undefined) | -8%
4 | CSc1ncnc2c1ncn2CCCNCCCN1CCCC1=O | 8%
5 | CC(=O)c1ccc(OCc2cc(C(=O)N(C)CC3COc4ccccc4O3)no2)cc1 (centres undefined) | -19%
6 | COc1cccc(S(=O)(=O)Nc2ccc3c(c2)[C@@H]2C[C@H](CC(=O)NCCc4ccccc4)O[C@H](CO)[C@@H]2O3)c1 | 12%
7 | Cc1cccc(-c2ccc3[nH]c4c(c3c2)CCN2C[C@@H]([C@H](C)O)[C@@H](N(C)C(=O)Nc3ccc(F)cc3)C[C@@H]42)c1 | -64%[inhibitor]
8 | Cc1ccccc1SCC(=O)NCC1(N2CCCCC2)CCCCC1 | -54%[inhibitor]
9 | O=C(C[C@@H]1C[C@H]2c3cc(NC(=O)c4cccnc4)ccc3O[C@H]2[C@H](CO)O1)NCc1ccc(Oc2ccccc2)cc1 | -1%
10 | CN(Cc1ccco1)C(=O)c1cccc(S(=O)(=O)N2CCN(Cc3ccccc3)CC2)c1 | 11%
11 | Nc1ccc(S(=O)(=O)c2ccc(N3CCOCC3)c(N)c2)cc1 | 25%
12 | Cc1ccc([C@H]2C[C@@H](O)[C@H](n3cc(-c4ccc(F)cc4)nn3)CN2C(=O)c2cccs2)cc1 | 28%
13 | Cc1c(C)c2cc(Cl)c(OCC(=O)Nc3ccccn3)cc2oc1=O | 17%
14 | Cc1ccc(S(=O)(=O)N2CC3(O)CN(C(=O)OC(C)C)N(C(=O)OC(C)C)CC3(OC(=O)Nc3cccs3)C2)cc1 (centres undefined) | -34%
15 | COc1cc(N(C(C)=O)c2ccc(O)cc2)c2ncccc2c1 | 25%
16 | COc1ccc(NC(=O)COc2ccccc2C(N)=O)cc1S(=O)(=O)N1CCCCC1 | -7%
17 | COc1cccc(/C=C/C(=O)OCC(=O)c2ccc(Br)cc2)c1 | 10%
18 | C[C@@H]1CN([C@@H](C)CO)S(=O)(=O)c2ccc(Br)cc2O[C@H]1CN(C)C(=O)Nc1ccc2c(c1)OCO2 | -6%
19 | O=C(COC(=O)/C=C/c1cccc(F)c1)NC1CCCCC1 | -12%
20 | CC1CCC(C(O)(C(=O)c2ccccc2)c2ccccc2)C(=O)C1 (centres undefined) | 7%
21 | C=Cc1cnc([N+](=O)[O-])n1C | -33%
22 | COc1ccc(CN2C(=O)C(CC(=O)NCC3CCCCC3)CC(C(=O)N(C)C)=C2C)cc1 (centres undefined) | -12%
23 | C[C@@H]1CN([C@@H](C)CO)C(=O)c2cc(Br)cnc2O[C@H]1CN(C)Cc1cccc(C(=O)O)c1 | 31%
24 | C[C@@H]1CN([C@@H](C)CO)C(=O)CCCn2nncc2CO[C@@H]1CN(C)S(=O)(=O)c1ccc(-n2cccn2)cc1 | 22%
25 | COC(=O)c1c(NC(=O)c2ccc(S(=O)(=O)N3CC(C)OC(C)C3)cc2)sc2c1CCN(C)C2 (centres undefined) | -22%
26 | C[C@H](CO)N1C[C@H](C)[C@@H](CN(C)C(=O)c2cc(-c3ccccc3)on2)OCc2cn(nn2)CCCC1=O | -11%
27 | CCC1Oc2ccccc2N(CC(=O)N2CC(C)CC(C)C2)C1=O (centres undefined) | -3%
28 | C[C@H](CO)N1C[C@H](C)[C@@H](CN(C)S(=O)(=O)c2ccccc2)OCCCC[C@H](C)Oc2ccc(NC(=O)CCC(F)(F)F)cc2C1=O | -4%
29 | C[C@@H]1CN([C@H](C)CO)C(=O)c2cc(/C=C/c3ccccc3)cnc2O[C@H]1CN(C)C(=O)NC1CCCCC1 | -6%
30 | Cc1nn(C)cc1CN(C)C(=O)C1CCC(=O)N(CCc2cccc(F)c2)C1 (centres undefined) | -14%
31 | Clc1nnc(NC2CCCCC2)c(Cl)c1Cl | -7%
32 | CC1=C(C#N)C(C)(C)C(C#N)=C(C)N1 | 10%
33 | CC(C)CC1C(=O)N(Cc2cn(Cc3ccco3)nn2)CCS(=O)(=O)N1Cc1ccc(-c2ccc(Cl)c(Cl)c2)cc1 (centres undefined) | -60%[inhibitor]
34 | Cc1ccc(-n2c(SCC(=O)NC3CCS(=O)(=O)C3)nc3ccccc3c2=O)c(C)c1 (centres undefined) | -14%
35 | Cc1cc2c(cc1C)C(=O)CCC2 | 17%
36 | COc1cccc(-c2ccc(NC(=O)C3CCCN(Cc4cccc(C)n4)C3)cc2)c1 (centres undefined) | -36%
37 | C[C@H]1CN([C@@H](C)CO)C(=O)c2cc(Br)cnc2O[C@H]1CN(C)C(=O)c1ccc2c(c1)OCO2 | 29%
38 | COc1ccccc1S(=O)(=O)N(C)C[C@H]1OCc2cn(nn2)CCCC(=O)N([C@@H](C)CO)C[C@@H]1C | -18%
39 | COc1ccc(S(=O)(=O)Nc2ccc3c(c2)C(=O)N([C@H](C)CO)C[C@H](C)[C@@H](CN(C)Cc2ccncc2)OCCCC[C@@H](C)O3)cc1 | 3%
40 | c1ccc(Sc2ccncc2)cc1 | -2%
41 | C[C@H](NC(=O)c1ncn2c1C(=O)NC[C@@H]2C)c1ccccc1 | 13%
42 | [O-][N+](=Cc1ccccc1)CC1(O)CCCCC1 | 13%
43 | CC1=C(C(=O)Nc2ccccc2C(=O)N2CCN(c3ccccc3)CC2)SCCO1 | -4%
44 | C[C@H](CO)N1C[C@H](C)[C@@H](CN(C)S(=O)(=O)c2cccc(C#N)c2)OCc2cn(nn2)CCCC1=O | 2%
45 | O=C1CCN(CCCN2CCC(=O)N(Cc3ccccc3)C2=S)C(=S)N1Cc1ccccc1 | -22%
46 | O=C(NCCCn1cccn1)c1cc(COc2ccccc2)on1 | -4%
47 | CCCCN(C(=O)COC(=O)C1(c2ccccc2)CC1)c1c(N)n(CCC)c(=O)[nH]c1=O | -12%
48 | COCCN(C(=O)COC(=O)Cc1ccc(Cl)cc1)c1c(N)n(Cc2ccccc2)c(=O)[nH]c1=O | 11%
49 | NC(=O)c1ccc(NC(=O)COC(=O)c2ccccc2SCC(=O)N2CCCC2)cc1 | 25%
50 | COc1cc(-c2c(NC(=O)c3ccco3)oc3ccc(Cl)cc3c2=O)cc(OC)c1OC | -15%

(further entries)
cpd | SMILES | Integrin act MD
51 | O=C(O)c1ccc2c(c1)S(=O)(=O)c1cc(N3CCN(c4ncccn4)CC3)ccc1C2=O | 22%
52 | C[C@@H]1CN([C@H](C)CO)C(=O)CCCn2nncc2CO[C@H]1CN(C)C(=O)Cc1ccccc1 | 10%
53 | COc1ccccc1S(=O)(=O)N(C)C[C@@H]1Oc2ncc(-c3ccc(C)cc3)cc2C(=O)N([C@H](C)CO)C[C@@H]1C | 0%
54 | COc1ccccc1NC(=O)COC(=O)c1ccc2c(=O)n3c(nc2c1)CCC3 | 7%
55 | C[C@@H]1CN([C@@H](C)CO)C(=O)c2cc(Br)cnc2O[C@H]1CN(C)C(=O)c1cccc(F)c1 | -18%
56 | O=C(NCC1CCCO1)c1ccc2c(c1)N(Cc1ccc(Cl)cc1)CCS2 (centres undefined) | -1%
57 | CN(Cc1ccccc1)C(=O)c1[nH]cnc1C(=O)Nc1ccccc1F | 11%
58 | CCOC(=O)c1c(C)nc(C)c(C(=O)OCC)c1-c1cccc([N+](=O)[O-])c1 | -9%
59 | CCCC#Cc1ccc2c(c1)O[C@H](CN(C)S(=O)(=O)c1cccc(OC)c1)[C@H](C)CN([C@H](C)CO)S2(=O)=O | -48%[inhibitor]
60 | O=C(c1ccc2ccccc2c1)c1cccc(F)c1C(=O)O | -7%
61 | Cc1cc(C)c(NC(=O)C2CCN(S(C)(=O)=O)CC2)c(C)c1 | 5%
62 | c1ccc(CNCc2ccc(CNCc3ccccc3)cc2)cc1 | -40%[inhibitor]
63 | C#CCN(C[C@H]1[C@H](OC(=O)NCc2ccco2)[C@H](OC(=O)NCc2ccco2)C[C@H]2C(=O)N(c3ccccc3)C(=O)[C@@H]12)S(=O)(=O)c1ccc(C)cc1 | 17%
64 | C[C@H](O)[C@@H]1C(=O)N2CCc3c([nH]c4ccccc34)[C@@H]2C[C@@H]1N(C)Cc1ccc(Cl)cc1 | -17%
65 | Cc1ccccc1N1Cc2ccccc2C1=O | -10%
66 | COc1ccc(N2CC(C)(C)[C@H](CC(=O)Nc3ccccc3)C2=O)cc1 | 4%
67 | COc1ccccc1N(C)S(=O)(=O)c1ccc(C(=O)N(C)Cc2cccc(F)c2)cc1 | -17%
68 | O=[N+]([O-])c1ccc2oc(/C=C/c3ccc(O)cc3)nc2c1 | -5%
69 | CC(NS(=O)(=O)c1ccc2[nH]c(=O)[nH]c2c1)c1ccc(F)cc1 (centres undefined) | 1%
70 | Cc1ccc(C(=O)NCC(=O)OCC(=O)N(CC(C)C)c2c(N)n(Cc3ccccc3)c(=O)[nH]c2=O)s1 | 8%

Three entries from above, ordered by the value under Integrin act MD, low to high:
cpd | SMILES | Integrin act MD
58 | CCOC(=O)c1c(C)nc(C)c(C(=O)OCC)c1-c1cccc([N+](=O)[O-])c1 | -9%
18 | C[C@@H]1CN([C@@H](C)CO)S(=O)(=O)c2ccc(Br)cc2O[C@H]1CN(C)C(=O)Nc1ccc2c(c1)OCO2 | -6%
35 | Cc1cc2c(cc1C)C(=O)CCC2 | 17%

(continued)
cpd | SMILES | Integrin act MD
71 | Cc1ccc2nc3n(c(=O)c2c1)-c1cc2ccccc2cc1C(=O)NC3Cc1ccccc1 (centres undefined) | -43%
72 | COCCNC(=S)N1CCC2CC1c1c(Cl)cccc12 (centres undefined) | 0%
73 | CCc1cc(-c2nnn(CCC3COCCO3)c2CC)cc(CC)c1-c1cn(CCc2c[nH]c3ccccc23)nn1 (centres undefined) | -16%
74 | CC(=O)c1sc(NC(=O)CCc2ccccc2)nc1C | -1%
75 | C[C@@H]1CN([C@@H](C)CO)S(=O)(=O)c2ccc(-c3ccc(C(=O)N(C)C)cc3)cc2O[C@@H]1CN(C)Cc1ccccc1C(=O)O | 13%
76 | CCOC(=O)C1=C(C)NC(C)=C(C(=O)OCC)C1c1ccc(OC)c(OC)c1 | 4%
77 | CCOC(=O)N1CCN(C(=O)c2ccc3oc(CCc4ccccc4)nc3c2)CC1 | 19%
78 | CCN(CC)C(=O)C1=C(C)N(Cc2ccccc2)C(=O)C(CC(=O)NCc2cccc3ccccc23)C1 (centres undefined) | 0%
79 | C[C@@H]1CN([C@@H](C)CO)S(=O)(=O)c2ccc(-c3ccc(C#N)cc3)cc2O[C@@H]1CN(C)Cc1ccccn1 | -25%
80 | CC1=C(C(=O)N2CCOCC2)CC(CC(=O)NCc2cccc3ccccc23)C(=O)N1CCCN1CCCC1=O (centres undefined) | 11%

Brought forward from above: three compounds; new compounds follow.
cpd | SMILES | Integrin act MD
78 | CCN(CC)C(=O)C1=C(C)N(Cc2ccccc2)C(=O)C(CC(=O)NCc2cccc3ccccc23)C1 (centres undefined) | 0%
79 | C[C@@H]1CN([C@@H](C)CO)S(=O)(=O)c2ccc(-c3ccc(C#N)cc3)cc2O[C@@H]1CN(C)Cc1ccccn1 | -25%
80 | CC1=C(C(=O)N2CCOCC2)CC(CC(=O)NCc2cccc3ccccc23)C(=O)N1CCCN1CCCC1=O (centres undefined) | 11%
81 | Cc1ccccc1OCCC(=O)Nc1ccc(S(=O)(=O)N2CCCC2)cc1 | -10%
82 | COC(=O)[C@@H](NS(=O)(=O)c1cc(Br)ccc1Br)C(C)C | 8%
83 | O=C1CN(C(=O)CN2CCN(S(=O)(=O)c3ccccc3)CC2)c2ccccc2N1 | -10%
84 | C[C@@H]1CN([C@H](C)CO)C(=O)CCCn2nncc2CO[C@@H]1CN(C)C(=O)Nc1cccc2ccccc12 | 19%
85 | Cc1[nH]c2ccccc2c(=O)c1CNCc1ccccc1 | 23%
86 | Cc1nn(CC(C)C)c(Cl)c1C(=O)N(C)CC(=O)Nc1ccc(Cl)cc1 | 5%
87 | O=C(O)c1c(Cl)c(Cl)c(Cl)c(Cl)c1C(=O)OCC1CCCO1 (centres undefined) | -12%
88 | COc1ccccc1S(=O)(=O)N(C)C[C@@H]1OCc2cn(nn2)CCCC(=O)N([C@@H](C)CO)C[C@H]1C | 18%
89 | Cc1noc(C)c1NC(=O)N(C)C[C@H]1OCc2cn(nn2)CCCC(=O)N([C@@H](C)CO)C[C@@H]1C | 25%
90 | O=c1c(N=Nc2ccccc2)c[nH]n1-c1ccccc1 | 28%
91 | O=C(CC1C(=O)NCCN1Cc1ccccc1)NC1CCCCC1 (centres undefined) | 1%
92 | CC(=O)NC1CC2CCCC(C1)N2C(=O)Nc1ccc(Cl)cc1 (centres undefined) | 4%
93 | CN(Cc1ccc2nsnc2c1)C(=O)C1CCC(=O)N(CCc2ccccc2)C1 (centres undefined) | 21%
94 | O=c1ccc2c(ccc3ncccc32)o1 | 6%
95 | O=C(CSc1ccccc1F)NCC(c1ccco1)N1CCCCC1 (centres undefined) | -11%
96 | c1ccc(C2=NCCCO2)cc1 | -13%
97 | O=C(CSc1ncccn1)NC1CCCC1 | -3%
98 | CCCCN1C(=O)C(CC(=O)NC2CCCCC2)CC(C(=O)N(CC)CC)=C1C (centres undefined) | 12%
99 | CCCCCCNC(=O)OC12CN(C(=O)OC(C)C)N(C(=O)OC(C)C)CC1(O)CN(S(=O)(=O)c1ccc(C)cc1)C2 (centres undefined) | -24%
100 | CSc1cccc(CNC(=O)C2CCC(=O)N(CCc3ccccc3)C2)c1 (centres undefined) | 16%

Given as labelled records: 4 of the compounds above
93. CN(Cc1ccc2nsnc2c1)C(=O)C1CCC(=O)N(CCc2ccccc2)C1 (centres undefined)
  Integrin act MD: 21%

94. O=c1ccc2c(ccc3ncccc32)o1
  Integrin act MD: 6%

95. O=C(CSc1ccccc1F)NCC(c1ccco1)N1CCCCC1 (centres undefined)
  Integrin act MD: -11%

96. c1ccc(C2=NCCCO2)cc1
  Integrin act MD: -13%
